# M17LAP inhibition: P. falciparum M17LAP inhibitors, primary screen, biochemical, fluorogenic H-Leu-NHMec substrate, 1536-well (AID 1619); recombinant M17LAP, H-Leu-NHMec fluorogenic kinetic assay; higher % means a stronger effect; inhibition, % at 30 µM; hits with a dose series show IC50 in µM; 220,000 tested, 0.38% active;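 active = compound inhibiting the enzyme by more than half at any dose during confirmatory dose-response retesting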;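 also: plate controls were full reaction with DMSO carrier for no effect and no enzyme background for full effect; strong numbers were not always called active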
# human PMI inhibition: inhibitors of human PMI, primary screen, biochemical, fluorescence intensity, coupled assay (AID 1209). purified PMI enzyme, coupled fluorescence intensity; higher % means a stronger effect. inhibition, % at 20 µM, or IC50 in µM where a hit was titrated. 190,000 tested, 0.42% active;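 also: plate controls were DMSO vehicle for no effect and wells lacking substrate for full effect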
# PMI inhibition: MPI inhibition at elevated mannose 6-phosphate – biochemical, fluorescence intensity, high mannose 6-phosphate, primary screen (AID 1220) | recombinant PMI enzyme, coupled fluorescence intensity; higher % means a stronger effect | 190,000 tested, 0.66% active | inhibition, % at 20 µM, or IC50 in µM where a hit was titrated
# TNAP activators: human TNAP enzyme activators, primary screen, biochemical, luminescent, no phosphate acceptor, uHTS (AID 1001). activation fold at 20 µM; hits with a dose series show EC50 in µM. purified TNAP, luminescent activation assay, no phosphate acceptor; higher activation fold means a stronger effect. 200,000 tested, 0.03% active; in the data active = activation fold from about 3, or a potency from the dose series; inactive = the rest, 99 in 100 with activation fold below about 1.6; also: many of its hits are not listed in these tables
# Yfh1-depleted yeast: mitochondrial function rescue without frataxin homolog – Friedreich's ataxia, plus single-dose screen, dose response (AID 1465) | 220,000 tested, 0.074% active | S. cerevisiae Yfh1-off respiration, WST-1 reduction, 72 h; higher fold induction means a stronger effect | one-dose fold induction at 50 µM; EC50 in µM for titrated hits;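 active = fold induction of absorbance versus untreated yeast above a set limit, then at least 30% activation at any dose in follow-up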;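 also: activators that raise dye reduction in frataxin-depleted yeast; strong numbers were not always called active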
# XIAP antagonists: XIAP antagonists, biochemical, IAP family, fluorescence polarization (AID 1018). displacement, % at 20 µM; hits with a dose series show IC50 in µM. 200,000 tested, 0.007% active. XIAP BIR domain, fluorescence polarization peptide displacement; higher % means a stronger effect; in the data active = displacement above about 50%; also: a part of the inactive calls stands beside numbers as strong as those of hits
# WT yeast gro inh: growth inhibition of WT yeast, mitochondrial fusion screen; mitochondrial fusion phenotypic screen, WT strain; inhibition, % at 10 µM; 190,000 tested, 2.1% active; AID 1362; in the data active = inhibition above about 58%; tested in S. cerevisiae
# LYP inhibition: inhibitors of LYP phosphatase, biochemical, fluorescence intensity, uHTS (AID 1779); recombinant LYP phosphatase, fluorescence intensity; higher % means a stronger effect; one-dose inhibition, % at 11.5 µM; IC50 in µM for titrated hits; 290,000 tested, 0.054% active;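 also: plate controls were vehicle with enzyme for no effect and no enzyme for full effect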
# P. falciparum M1AAP: malaria alanyl aminopeptidase activity blockers – biochemical, fluorogenic H-Leu-NHMec substrate, 1536-well (AID 1445); recombinant M1AAP, H-Leu-NHMec fluorogenic kinetic assay; higher % means a stronger effect; inhibition, % at 30 µM; hits with a dose series show IC50 in µM; 220,000 tested, 0.42% active;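 active = primary inhibition above the hit cutoff, then over 50% inhibition at one or more dose response concentrations, cut at about 23% in these data, passing the limit was not always enough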;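 also: plate controls were DMSO full reaction for no effect and no enzyme background for full effect; strong numbers were not always called active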
# WT yeast gro inh mutant strain: also measured in WT yeast gro inh; calls as there; inhibition, %; mitochondrial fusion phenotypic screen, mutant strain inhibition
# Active calls of the source: *; i = inactive; nt = no result given. Rule as the data show it, unless noted: active = inhibition above about 50%; inactive = the rest. Not a hit list (roughly 3.7% active in at least one column).
# Start of the data: the first 4 records (preview)
SMILES,M17LAP inhibition,human PMI inhibition,PMI inhibition,TNAP activators,Yfh1-depleted yeast,XIAP antagonists,WT yeast gro inh,WT yeast gro inh mutant strain,LYP inhibition,P. falciparum M1AAP
N#Cc1ccc(C(c2nnnn2Cc2ccccc2)N2CCCC2)cc1 (stereo not given),-2%,-3%,-8%,1.1,i,-17%,10,15,-6%,15%
O=C(Nc1ccc2c(c1)OCO2)c1ccc(CN2CCOCC2)cc1,-2%,1%,3%,1,i,-5.0%,5,-2,-2%,9%
Cc1cccc(N(CC(=O)NCc2ccc3c(c2)OCO3)C(=O)CCC(=O)Nc2ccccn2)c1,24%,8%,8%,1.1,i,0.4%,-11,0,-11%,0%
CC(C)CCN(C)c1ccc(/C=N/n2cnnc2)cc1,-9%,-1%,-13%,1.1,i,3.7%,31,23,0%,10%

# All compounds of this part, previewed entries included:
SMILES,M17LAP inhibition,human PMI inhibition,PMI inhibition,TNAP activators,Yfh1-depleted yeast,XIAP antagonists,WT yeast gro inh,WT yeast gro inh mutant strain,LYP inhibition,P. falciparum M1AAP
N#Cc1ccc(C(c2nnnn2Cc2ccccc2)N2CCCC2)cc1 (stereo not given),-2%,-3%,-8%,1.1,i,-17%,10,15,-6%,15%
O=C(Nc1ccc2c(c1)OCO2)c1ccc(CN2CCOCC2)cc1,-2%,1%,3%,1,i,-5.0%,5,-2,-2%,9%
Cc1cccc(N(CC(=O)NCc2ccc3c(c2)OCO3)C(=O)CCC(=O)Nc2ccccn2)c1,24%,8%,8%,1.1,i,0.4%,-11,0,-11%,0%
CC(C)CCN(C)c1ccc(/C=N/n2cnnc2)cc1,-9%,-1%,-13%,1.1,i,3.7%,31,23,0%,10%
O=C(N/N=C/c1cc([N+](=O)[O-])ccc1O)C1CCCCC1,8%,25%,11%,0.9,i,-7.8%,7,-15,4%,4%
COc1ccc(OC)c(CCNC(=O)c2ccc(CS(=O)(=O)c3ccc(Br)cc3)o2)c1,0%,1%,-2%,1.1,i,-2.6%,-4,5,-2%,3%
O=C1CC(Sc2nnc(-c3ccccc3)o2)C(=O)N1c1ccccc1 (stereo not given),8%,-15%,-25%,1,i,-3.1%,30,38,-11%,-1%
Cc1[nH]c2ccccc2c1SCC(=O)NC1CCCCC1,-7%,1%,5%,1.1,i,-2.1%,-18,-2,-2%,5%
CNCC(=O)Nc1c(C)n[nH]c1C,-10%,-15%,-18%,1,i,-2.0%,0,9,-2%,-4%
O=C(NC(=S)N1CCN(C/C=C/c2ccccc2)CC1)c1ccco1,4%,20%,21%,1.1,i,1.7%,7,-3,-1%,1%
COc1ccc2c(c1)sc1nc(-c3ccccc3)cn12,-4%,4%,8%,1,i,-9.5%,-1,-10,0%,2%
Cc1ccc2cc3cc(C(=O)N4CC(C)CC(C)C4)oc3nc2c1 (stereo not given),6%,4%,4%,1,i,-38%,8,-20,-5%,8%
CC1CCN(C(=O)C2CCN(S(=O)(=O)c3cccc4nonc34)CC2)CC1,14%,8%,3%,1.1,i,-1.9%,-9,1,-2%,0%
CS(=O)(=O)N1CCC(Oc2ccccc2C(=O)NC2CCCCCC2)CC1,-6%,5%,3%,1,i,-1.5%,-6,-5,-6%,0%
COc1ccc(/C=N/NC(=S)Nc2ccccc2)cc1,29%,15%,2%,1,i,-11%,-6,-16,6%,2%
O=C(O)CCC(=O)NNC(=O)CCC(=O)NCc1ccccc1,9%,2%,1%,1,i,-3.5%,3,7,-12%,5%
CCOCCCNC(=O)Cn1ncc2c(=O)oc3ccccc3c21,18%,3%,0%,1.1,i,-7.6%,0,7,-5%,6%
C=Cc1cccc(NC(=O)COc2ccccc2)c1,-7%,15%,6%,1.1,i,-6.0%,9,15,2%,2%
COc1ccc(O)c(CNn2c(-c3ccc(Br)cc3)nc3ccccc3c2=O)c1,-4%,7%,5%,1,i,-14%,12,-7,-7%,-2%
NS(=O)(=O)c1ccc(CNC(=S)NC2CCCC2)cc1,4%,2%,30%,1,i,-1.7%,4,8,-6%,0%
Clc1ccc(CN2CCN(/N=C/c3cccnc3)CC2)cc1,9%,86%*,4%,1.2,i,2.0%,21,8,-3%,7%
CC1(C)Cc2nc3sc4c(OCc5ccccc5)ncnc4c3cc2CO1,0%,5%,18%,1,i,-2.0%,29,24,-4%,2%
CCCc1[nH]nc2c1C(c1ccc(OCCN3CCOCC3)c(OC)c1)C(C#N)=C(N)O2 (stereo not given),31%,12%,13%,0.9,nt,-7.8%,7,4,-4%,6%
COc1cccc(NC(=O)Nc2nnc(CC(=O)Nc3ccccc3)s2)c1,-9%,nt,nt,nt,i,nt,nt,nt,2%,9%
O=C(COC(=O)COc1ccccc1)NC1CCCc2ccccc21 (stereo not given),4%,18%,8%,1.1,i,-5.7%,15,1,-4%,-5%

# (next part)
SMILES,M17LAP inhibition,human PMI inhibition,PMI inhibition,TNAP activators,Yfh1-depleted yeast,XIAP antagonists,WT yeast gro inh,WT yeast gro inh mutant strain,LYP inhibition,P. falciparum M1AAP
CCC1=C(OC(=O)N(CC)CC)N2C(=O)OC(=NCC3CC3)[C@]2(C)[C@H]2C1=CC[C@H]1C(=O)N(C)C(=O)[C@H]12,1%,nt,nt,nt,i,nt,nt,nt,-9%,3%
CCOc1ccc(CNc2ccc3c(c2)ncn3C)cc1,1%,27%,24%,1,nt,-2.6%,8,4,-4%,11%
Cc1ccc(Sc2ccncc2S(N)(=O)=O)cc1,-1%,4%,3%,0.8,i,1.5%,-16,-32,0%,4%
O=C(CNc1cccc(Cl)c1)c1ccc(Cl)cc1,27%,-9%,-14%,1.1,i,-2.8%,-3,-14,-1%,3%
Cc1ccc(C(C)(C)C)c(OCCN2CCCC2)c1,-2%,-3%,2%,1.1,i,-9.6%,10,-11,0%,6%
Cc1ccc(S(=O)(=O)NC2(C(F)(F)F)NC(=O)N(C)C2=O)cc1 (stereo not given),25%,-7%,-7%,0.9,i,-9.0%,-4,0,-2%,4%
O=C(NCc1cccs1)c1cc(-c2cccc(Cl)c2)on1,1%,4%,6%,1.1,i,-2.4%,-2,-10,0%,0%
Cc1cc(Cl)ccc1OCCCC(N)=O,8%,13%,4%,1.1,i,25%,-4,-2,-4%,2%
CC(=O)Nc1ccc(NC(=O)COc2ccc3c(c2)CCC3)cc1,1%,2%,10%,1,i,-9.2%,15,13,-4%,2%
Cc1ccc(S(=O)(=O)Nc2ccc3oc(=O)sc3c2)c(C)c1,13%,18%,13%,1.3,i,-5.6%,61*,26*,4%,22%
O=C(CSc1nc2ccccc2s1)N1c2ccccc2Sc2ccc(C(F)(F)F)cc21,0%,13%,9%,1.1,i,-0.7%,9,0,-3%,0%
COc1ccc(C)cc1NC(=O)c1[nH]c(C)c(C(C)=O)c1C,2%,7%,5%,1.1,i,-9.8%,10,15,-7%,-4%
Cc1ccc(C(=O)Nc2ccc3c(c2)OCCO3)o1,1%,-2%,1%,1.1,i,-6.0%,17,19,-8%,9%
CS(=O)(=O)N(CC(=O)Nc1ccc2c(c1)OCCO2)Cc1ccccc1,-1%,16%,11%,1.1,i,-17%,7,-2,3%,3%
COc1ccc(C)cc1NC(=O)CN1CCN(C/C=C/c2ccccc2)CC1,3%,-5%,-7%,1,i,-9.8%,51,40,-7%,12%
O=C1c2cccc3cccc(c23)C(=O)N1Cc1ccccc1,14%,-9%,-10%,1,i,-3.6%,3,1,-2%,-7%
N#CCc1nc2ccc(S(=O)(=O)N3CCOCC3)cc2s1,7%,nt,nt,nt,i,nt,nt,nt,4%,5%
COc1cc(CC(=O)OCC(=O)Nc2ccc(S(=O)(=O)N3CCCC3)cc2)cc(OC)c1OC,-8%,0%,3%,1.1,i,0.7%,-8,-5,-11%,8%
O=C(O)c1c(C(=O)N2N=C3/C(=C/c4ccccc4)CCCC3C2c2ccccc2)cccc1[N+](=O)[O-] (stereo not given),16%,-4%,12%,0.7,i,-3.3%,-8,-13,4%,6%
O=c1[nH]c(N2CCCCC2)nc2ncn(Cc3ccccc3)c12,-9%,nt,nt,nt,i,nt,nt,nt,-6%,5%
COc1ccc(CC(=O)NC(C)C2COc3ccccc3O2)cc1OC (stereo not given),9%,9%,9%,1.1,i,-3.4%,-7,9,-10%,5%
CCOC(=O)Cn1c(N2CCOCC2)nc2c1c(=O)[nH]c(=O)n2C,7%,17%,12%,1.1,i,-4.8%,0,4,-2%,4%
O=C(Nc1ccc([N+](=O)[O-])cc1)Nc1ccc2c(c1)OCCO2,1%,-6%,1%,1.1,i,-6.1%,11,1,-8%,3%
O=C(COC(=O)Cc1ccccc1F)Nc1cccc(S(=O)(=O)NC2=NCCCCC2)c1,3%,7%,6%,1.2,i,-6.9%,-5,1,-6%,3%
CCOC(=O)C1=C(C)NC2=C(C(=O)C(C(=O)OCC)C(c3ccc(OC)cc3)C2)C1c1ccccn1 (stereo not given),0%,14%,7%,1.2,i,-5.0%,10,-19,-12%,9%
O=S(=O)(c1ccc(Cl)s1)N1CCCCC1,-7%,6%,5%,1.1,i,-2.7%,-14,-13,-5%,12%
CC1CCCCC1NC(=O)COC(=O)C12CC3CC(CC(Cl)(C3)C1)C2 (stereo not given),2%,0%,4%,1,i,-8.1%,5,-16,-1%,0%
OC(COc1ccc2c(c1)OCO2)CN1CCCCC1 (stereo not given),-9%,-6%,5%,1.1,i,-5.7%,-11,2,-6%,-1%
CCN1CCN(C(c2cccs2)C(C)NC(=O)c2ccco2)CC1 (stereo not given),-15%,-2%,-5%,1.1,i,-2.8%,19,5,-12%,10%
O=c1cc(N2CCN(Cc3ccccc3)CC2)[nH]c(=O)n1-c1cccc(C(F)(F)F)c1,5%,-5%,-4%,1.1,i,-2.1%,1,10,-1%,4%

# Only PMI inhibition, for 5 of the compounds above:
canonical_smiles	PMI inhibition
O=C(O)CCC(=O)NNC(=O)CCC(=O)NCc1ccccc1	1%
O=C(Nc1ccc2c(c1)OCO2)c1ccc(CN2CCOCC2)cc1	3%
Cc1ccc(C(C)(C)C)c(OCCN2CCCC2)c1	2%
Cc1ccc(Sc2ccncc2S(N)(=O)=O)cc1	3%
CCOC(=O)C1=C(C)NC2=C(C(=O)C(C(=O)OCC)C(c3ccc(OC)cc3)C2)C1c1ccccn1 (stereo not given)	7%

# Rewritten as labelled records: entries from further up
compound: CCC1=C(OC(=O)N(CC)CC)N2C(=O)OC(=NCC3CC3)[C@]2(C)[C@H]2C1=CC[C@H]1C(=O)N(C)C(=O)[C@H]12
  M17LAP inhibition: 1%
  human PMI inhibition: nt
  PMI inhibition: nt
  TNAP activators: nt
  Yfh1-depleted yeast: i
  XIAP antagonists: nt
  WT yeast gro inh: nt
  WT yeast gro inh mutant strain: nt
  LYP inhibition: -9%
  P. falciparum M1AAP: 3%
compound: CCOc1ccc(CNc2ccc3c(c2)ncn3C)cc1
  M17LAP inhibition: 1%
  human PMI inhibition: 27%
  PMI inhibition: 24%
  TNAP activators: 1
  Yfh1-depleted yeast: nt
  XIAP antagonists: -2.6%
  WT yeast gro inh: 8
  WT yeast gro inh mutant strain: 4
  LYP inhibition: -4%
  P. falciparum M1AAP: 11%
compound: Cc1ccc(Sc2ccncc2S(N)(=O)=O)cc1
  M17LAP inhibition: -1%
  human PMI inhibition: 4%
  PMI inhibition: 3%
  TNAP activators: 0.8
  Yfh1-depleted yeast: i
  XIAP antagonists: 1.5%
  WT yeast gro inh: -16
  WT yeast gro inh mutant strain: -32
  LYP inhibition: 0%
  P. falciparum M1AAP: 4%
